m-calpain inh – inhibitors of pig calpain II, primary screen, biochemical, fluorogenic peptide substrate, 1536-well; purified calpain II, 30 min; inhibition, % at 16 µM; 0.37% of 220,000 active; AID 1236, 2008;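 active = inhibition above about 50%, limit read from the data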
Furin inhibitor – human furin inhibitors, primary screen, biochemical, fluorescence intensity | P09958 | purified furin, fluorogenic substrate cleavage | inhibition, % at 30 µM | 0.061% of 220,000 active | AID 463115, 2010; in the data active = inhibition above about 25%; note: inactives centre near -15
hK5 inh – human KLK5 protease inhibitors, primary screen, biochemical, 1536-well. recombinant hK5, fluorogenic AMC substrate cleavage. AID 873, 2007. inhibition, % at 5 µM. Kallikrein-5 (Homo sapiens), Q9Y337. 0.59% of 210,000 active;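 active = inhibition of 40% or more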;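 note: 0% = enzyme controls without compound and 100% = no-enzyme blanks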
FXIIa inh – human FXIIa protease inhibitors, primary screen, biochemical, 1536-well. purified FXIIa, Boc-QGR-AMC fluorogenic substrate, 2 h. 0.3% of 220,000 active. AID 800, 2007. inhibition, % at 5 µM. Coagulation factor XII (Homo sapiens), P00748; in the data active = inhibition above about 40%;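 note: 0% = enzyme with no compound and 100% = blank without enzyme; many of its hits are not listed in these tables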
PERK inh – block of dimerizer-induced PERK translation repression, primary screen, PERK inhibitor project, CHO PERK-DD cells, SEAP luminescence, HTS; Eukaryotic translation initiation factor 2-alpha kinase 3 (Homo sapiens), Q9NZJ5; CHO PERK-DD fusion, SEAP luminescence translation reporter; inhibition, % at 5.6 µM; 0.17% of 220,000 active;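 active = inhibition above the mean inhibition of all tested compounds plus 3 SD, set separately per screening campaign, cut at about 2.9% in these data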;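 note: PERK kinase domain activated by AP20187 dimerizer at 100 nM; 0% = DMSO with dimerizer and 100% = rapamycin at 8.4 µM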
Thrombin inh – human alpha-thrombin inhibitors, primary screen, counter-screen for coagulation protease inhibitor project, biochemical, 1536-well, fluorogenic AMC substrate. Prothrombin (Homo sapiens), P00734. Boc-VPR-AMC fluorogenic substrate cleavage. inhibition, % at 5 µM. 0.26% of 220,000 active. AID 1046, 2008;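 active = inhibition at or above 40%; inactive = inhibition below 40%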;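 note: 0% = enzyme with no compound and 100% = wells without enzyme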
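System: human alpha-thrombin protein; Compound dosing: one concentration per compound, 5 µM, with 0.2% DMSO; Timing: reaction at room temperature; Technique: AMC fluorescence, 355/460 nm; Controls: enzyme without compound as high, wells lacking enzyme as low.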
FXIa inh 1536 – human FXIa protease inhibitors, primary screen, biochemical, 1536-well; AID 798, 2007; purified FXIa, Boc-Glu-Ala-Arg-AMC fluorogenic substrate; inhibition, % at 5 µM; 0.14% of 220,000 active; Coagulation factor XI (Homo sapiens), P03951;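 active = inhibition of at least 40%; inactive = inhibition below 40%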;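 note: fluorescence of freed AMC excited at 355 nm; 0% = enzyme without compound and 100% = no enzyme blank; many of its hits are not listed in these tables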
KCC2 mod – KCC2 cotransporter modulators, thallium flux, primary screen, cell-based, HEK293 KCC2, FluoZin-2 fluorescence, MLSMR | B-score of Tl+ flux slope (higher = more flux/activation; lower = inhibition) at 10 µM | AID 1456, 2008 | KCC2 cells, thallium flux FluoZin-2 fluorescence | 2.2% of 190,000 active | Solute carrier family 12 member 5 (Homo sapiens), Q9H2X9;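 active = thallium flux slope and its plate-corrected score both differing from the plate sample mean at a set confidence after two filtering rounds, in either direction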;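 note: slope of fluorescence scaled to starting intensity during 10 to 20 s after thallium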
Target sequence (Q9H2X9 whole entry, looked up): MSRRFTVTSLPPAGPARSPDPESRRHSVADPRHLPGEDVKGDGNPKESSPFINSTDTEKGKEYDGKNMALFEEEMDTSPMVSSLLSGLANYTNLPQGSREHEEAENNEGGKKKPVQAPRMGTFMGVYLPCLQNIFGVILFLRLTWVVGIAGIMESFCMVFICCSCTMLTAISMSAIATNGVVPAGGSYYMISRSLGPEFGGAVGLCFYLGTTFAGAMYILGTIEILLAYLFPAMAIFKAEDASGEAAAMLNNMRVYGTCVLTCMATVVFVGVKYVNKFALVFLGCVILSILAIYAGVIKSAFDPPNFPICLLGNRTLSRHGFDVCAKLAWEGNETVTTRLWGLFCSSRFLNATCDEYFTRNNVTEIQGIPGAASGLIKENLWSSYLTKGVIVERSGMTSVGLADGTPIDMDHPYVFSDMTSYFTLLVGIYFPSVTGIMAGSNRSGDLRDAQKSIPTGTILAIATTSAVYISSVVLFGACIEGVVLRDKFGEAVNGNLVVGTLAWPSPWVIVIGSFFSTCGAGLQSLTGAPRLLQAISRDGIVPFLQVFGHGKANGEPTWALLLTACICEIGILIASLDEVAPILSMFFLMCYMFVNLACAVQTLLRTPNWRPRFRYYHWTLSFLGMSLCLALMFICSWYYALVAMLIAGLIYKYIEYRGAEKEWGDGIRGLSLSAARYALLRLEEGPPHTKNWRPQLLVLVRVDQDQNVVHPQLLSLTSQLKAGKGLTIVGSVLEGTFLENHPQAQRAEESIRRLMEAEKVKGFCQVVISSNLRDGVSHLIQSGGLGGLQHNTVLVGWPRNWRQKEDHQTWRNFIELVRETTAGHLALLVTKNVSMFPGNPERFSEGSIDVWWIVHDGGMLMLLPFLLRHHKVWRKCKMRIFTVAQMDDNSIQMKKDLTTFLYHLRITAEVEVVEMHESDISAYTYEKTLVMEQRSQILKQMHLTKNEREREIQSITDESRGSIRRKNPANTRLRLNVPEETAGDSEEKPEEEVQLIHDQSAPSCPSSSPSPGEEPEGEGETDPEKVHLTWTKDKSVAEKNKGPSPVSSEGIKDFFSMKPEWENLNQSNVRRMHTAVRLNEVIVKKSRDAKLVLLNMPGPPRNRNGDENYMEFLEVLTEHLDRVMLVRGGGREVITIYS
Rad51 HR inh – human RAD51 strand exchange inhibitors, primary screen, biochemical, fluorescence. DNA repair protein RAD51 homolog 1 (Homo sapiens), Q06609. hRad51 DNA strand exchange, fluorescence dequenching. inhibition, % at 10 µM. 0.085% of 200,000 active. AID 1385, 2008;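 active = inhibition above 40% at the single screening dose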;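 note: 0% = DMSO control wells and 100% = blanks with heterologous ssDNA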
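Material: hRad51 filaments on single-stranded DNA; Reagent: Donor/quencher-labelled 47-bp dsDNA substrate; Compound: 10 µM final, single point; Schedule: 37 °C 15-min filament assembly, 30-min compound preincubation, 15-min exchange; Technique: FRET fluorescence, excitation 485 nm, emission 520 nm; Benchmarks: control wells and blank wells on each plate.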
* = called active by the depositor; i = inactive; . = not tested or not shown; [ ] = remark or other dose. Only part of the results is shown. The share of hits here may be higher or lower than overall.

cpd	SMILES	m-calpain inh	Furin inhibitor	hK5 inh	FXIIa inh	PERK inh
1	COCc1cc(C)nc(N2CCN(Cc3ccccc3)CC2)c1C#N	-39	-20[20 µM]	1	10	-0.2
2	CCCc1cc2c(=O)c(-c3ccc4c(c3)OCCO4)c(C)oc2cc1OS(C)(=O)=O	13	-12[20 µM]	-25	17	0.4
3	CCN1C(=O)C(CC(=O)N2CCN(C(c3ccccc3)c3ccccc3)CC2)N(CC)C1=O (centres undefined)	1	-15[20 µM]	-12	10	-0.5
4	O=C(NCc1ccco1)c1cc2n(n1)C(C(F)(F)F)CC(c1ccc(Cl)c(Cl)c1)N2 (centres undefined)	-13	-19	-10	21	-0.8
5	COc1ccc(N2C(=O)CCC2=O)c(OC)c1	12	-9	6	7	0.5
6	C/C(=N\NC(=O)c1ccc(N(C)C)cc1)c1ccc(C)cc1C	8	-6	-14	2	-0.6
7	O=C(COC(=O)CCc1c[nH]c2ccccc12)NCc1ccc(Cl)cc1	15	-20	-9	-2	1.1
8	Cc1ccccc1CSc1nc(C(C)(C)C)cc(=O)[nH]1	-22	-25	-3	11	1.5
9	CC(C)=CCN1CCN(Cc2ccc(Sc3nncn3C)o2)CC1CCO (centres undefined)	10	-19	.	2	1.9
10	c1ccc(CCn2c3ccccc3c3nnc(SCc4ccc5nonc5c4)nc32)cc1	-77	6[20 µM]	-16	9	0.9

cpd	Thrombin inh	FXIa inh 1536	KCC2 mod	Rad51 HR inh
1	-3	1	-2.7	9
2	-2	6	.	-2
3	-7	4	-0.96	-4
4	2	7	0.22	0
5	-3	1	1.5	-3
6	-4	-6	-1	.
7	-8	-4	-1.5	-1
8	6	-2	-0.25	15
9	-8	-2	0.51	2
10	-10	5	1.6	.

Copied from the list.
no. 6 in PERK inh is entered as -0.6
no. 7 in hK5 inh is entered as -9
no. 2 in m-calpain inh is entered as 13

The results go on.
cpd	SMILES	m-calpain inh	Furin inhibitor	hK5 inh	FXIIa inh	PERK inh
11	COC(=O)c1cc(NC(=O)C2CC=CCC2C(=O)O)cc(C(=O)OC)c1 (centres undefined)	-13	-23[20 µM]	-8	0	1.3
12	CN(C)CCN(Cc1ccc(Cl)cc1)c1ccccn1	11	-10	-5	13	0.1
13	COCCn1nnnc1C(c1cc2ccc(C)cc2[nH]c1=O)N(Cc1ccco1)Cc1cccs1 (centres undefined)	-21	-10	5	12	-1.5
14	CCCNS(=O)(=O)c1ccc(C(=O)NCC2CCCO2)cc1 (centres undefined)	-32	-18[20 µM]	-27	-5	0.4
15	O=C(Nc1ccc(Br)c2cccnc12)c1ccc(Cn2cc([N+](=O)[O-])cn2)o1	-32	-12	-4	12	1.0
16	COc1ccc(N=C2S/C(=C\c3ccc(N4CCOCC4)o3)C(=O)N2CCc2c[nH]c3ccccc23)cc1	-21	-4[20 µM]	10	8	2.1
17	O=C(Nc1nnc(C2CCCO2)s1)c1cccs1 (centres undefined)	-4	-15[20 µM]	-14	9	0.8
18	Cc1ccc(S(=O)(=O)N2CCN=C2SCc2cccnc2)cc1	-7	-22	-3	7	-0.2
19	Cc1ccc(CNC(=S)Nc2ccc(C)c([N+](=O)[O-])c2)cc1	14	-13	-3	12	1.2
20	CCS(=O)(=O)c1ccc2c(c1)N(S(=O)(=O)c1ccc(OC)cc1)CC(C(=O)O)O2 (centres undefined)	-27	-7[20 µM]	-15	3	-0.5

cpd	Thrombin inh	FXIa inh 1536	KCC2 mod	Rad51 HR inh
11	-3	-5	-0.21	2
12	3	10	0.86	-6
13	-2	2	0.6	1
14	-8	-1	1.1	-12
15	-5	-6	0.31	-1
16	4	4	-0.83	5
17	0	-8	0.69	1
18	-4	-6	0.44	-1
19	-2	7	-0.54	-5
20	-3	-6	.	-4

In another format: 3 of the compounds above.
#	molecule	m-calpain inh	Furin inhibitor	hK5 inh	FXIIa inh	PERK inh	Thrombin inh	FXIa inh 1536	KCC2 mod	Rad51 HR inh
12	CN(C)CCN(Cc1ccc(Cl)cc1)c1ccccn1	11	-10	-5	13	0.1	3	10	0.86	-6
13	COCCn1nnnc1C(c1cc2ccc(C)cc2[nH]c1=O)N(Cc1ccco1)Cc1cccs1 (centres undefined)	-21	-10	5	12	-1.5	-2	2	0.6	1
14	CCCNS(=O)(=O)c1ccc(C(=O)NCC2CCCO2)cc1 (centres undefined)	-32	-18[20 µM]	-27	-5	0.4	-8	-1	1.1	-12

Remaining list, next part
cpd	SMILES	m-calpain inh	Furin inhibitor	hK5 inh	FXIIa inh	PERK inh
21	CCC(C)c1c(O)nc(SCC(=O)Nc2ccccc2)[nH]c1=O (centres undefined)	-41	-19[20 µM]	-8	2	0.3
22	CC1CCN(CCCn2c(=S)[nH]c3c(sc4ccccc43)c2=O)CC1	6	-9	7	13	0.9
23	Cc1ccc(NC(=O)c2ccc(CSc3nccc(C)n3)cc2)cc1	-20	-15[20 µM]	1	13	0.3
24	CCOC(=O)c1sc2ccccc2c1OC(=O)c1ccccc1	-335	-15[20 µM]	6	19	0.5
25	Cc1ccsc1/C=N/Nc1cccc(C(=O)O)c1	11	-25	.	7	1.5
26	COc1ccc(N2C(=O)C3C(C2=O)C2C=CC3C23CC3)c([N+](=O)[O-])c1 (centres undefined)	23	-21	-8	7	0.9
27	Cc1ccc(C(=O)NCCN2CCNC2=O)cc1	8	-6	44*	47*	0.9
28	Cc1ccc(N2C(=O)CC(Sc3ncn[nH]3)C2=O)cc1 (centres undefined)	-13	-7[20 µM]	-12	6	-0.9
29	N/C(=N\OC(=O)c1ccc(Cl)cc1Cl)c1ccccc1	17	-9[20 µM]	1	22	1.5
30	COc1ccc(S(=O)(=O)NCCc2csc(-c3cccnc3)n2)cc1	-8	-41	-27	10	0.1

cpd	Thrombin inh	FXIa inh 1536	KCC2 mod	Rad51 HR inh
21	-7	-7	0.87	-4
22	-8	7	20*	8
23	5	7	0.031	-8
24	2	3	-0.65	-2
25	1	0	-0.66	.
26	1	-4	0.5	22
27	19	24	-0.78	-5
28	-3	-1	.	1
29	3	6	-0.046	-5
30	-3	3	-1.1	1

(further entries)
cpd	SMILES	m-calpain inh	Furin inhibitor	hK5 inh	FXIIa inh	PERK inh
31	Cc1cc(C)nc(SCC(CSc2nc(C)cc(C)n2)C(=O)O)n1	-7	-14	-5	6	0.8
32	Cc1onc(-c2ccccc2Cl)c1C(=O)Nc1ccc(-n2nncc2-c2ccco2)cc1	-23	-15	-9	11	-1.7
33	Cc1cc(OC(=O)N2CCOCC2)cc(C)c1Cl	-10	-19[20 µM]	5	3	1.5
34	N#CCCn1ncn(-c2ccccc2)c1=S	18	-22	-29	-21	1.4
35	CCc1nnc(NC(=O)CSc2nc(C)c3c(c2C#N)CCCC3)s1	-46	-20	-12	5	-0.1
36	COc1ccc(CNC(=O)c2cccs2)cc1	-4	-15	3	18	0.5
37	c1ccc(-c2ccc(Oc3cc(N4CCOCC4)nc(-c4ccccc4)n3)cc2)cc1	8	-13	2	4	2.8
38	O=C(CN1C(=O)c2cccc3cccc(c23)C1=O)N1CCCCCC1	-52	-8[20 µM]	-24	7	0.5
39	COc1cccc(-c2nc(C=O)cs2)c1	6	-8	-6	1	0.1
40	O=C1CCCc2oc3ccc(O)cc3c21	-12	-12[20 µM]	-9	7	-0.6

cpd	Thrombin inh	FXIa inh 1536	KCC2 mod	Rad51 HR inh
31	-7	-8	-0.15	-12
32	1	4	-0.03	-6
33	5	7	2.3	4
34	-15	-8	-0.53	9
35	-3	-1	.	-10
36	8	16	.	1
37	-4	1	.	-1
38	1	6	0.41	2
39	-27	-9	-0.044	-5
40	-5	3	0.47	0

Continuation:
cpd	SMILES	m-calpain inh	Furin inhibitor	hK5 inh	FXIIa inh	PERK inh
41	CCC(=O)Nc1ccc2oc(-c3cccc(C)c3)nc2c1	i	-14[20 µM]	-10	15	0.1
42	O=C1CC(c2ccc(F)cc2)c2cc3c(cc2N1)CCC3 (centres undefined)	15	-6	8	-6	-0.1
43	CCc1nnc(NC(=O)CC(CN(C)S(=O)(=O)c2ccccc2)c2ccccc2)s1 (centres undefined)	29	-6	-14	-2	-1.4
44	CCC1CN(C(=O)Nc2cccc(C)c2)c2cc(C)ccc2O1 (centres undefined)	22	-21	-4	1	0.9
45	CCCOP(=O)(OCCC)C(NC(=O)C(C)(C)C)c1ccccc1 (centres undefined)	-5	-11	-4	9	0.6
46	Oc1cc(O)c2c(c1)O[C@H](c1ccc(O)c(O)c1)[C@@H](O)C2	-5	-25	2	4	.
47	CCOc1ccc2ccccc2c1C(=O)N[C@@H]1C(=O)N2[C@@H]1SC(C)(C)[C@@H]2C(=O)O	-9	.	.	.	1.3
48	CN(C)S(=O)(=O)N1CCC(CO)(Cc2cccc(C(F)(F)F)c2)CC1	12	-8	3	9	-0.8
49	CCCCCCCCSc1n[nH]c(N)n1	15	-16	-12	8	0.7
50	CC(C)N(Cc1nc(-c2ccc3c(c2)OCO3)no1)Cc1nccn1C	8	-17	15	9	0.3

cpd	Thrombin inh	FXIa inh 1536	KCC2 mod	Rad51 HR inh
41	3	6	.	4
42	-18	-7	-0.93	-5
43	-7	-5	-0.064	3
44	-16	-3	0.033	2
45	-1	3	0.28	-3
46	2	2	0.57	5
47	.	.	-0.017	-12
48	-2	-6	-0.24	-6
49	-3	6	0.2	6
50	1	-2	.	.

(further entries)
cpd	SMILES	m-calpain inh	Furin inhibitor	hK5 inh	FXIIa inh	PERK inh
51	Cn1c(CSCc2ccccc2)nnc1SCC(=O)Nc1ccc(C(=O)O)cc1	13	-18	.	9	-0.5
52	COc1ccc(/C=C(\C#N)C(=O)Nc2cc(S(=O)(=O)N3CCOCC3)ccc2N2CCCC2)cc1	-32	-9	-9	14	-1.1
53	c1ccc(-c2ncc3c(ccc4ccccc43)n2)cc1	10	-10	-8	9	2.1
54	CC(C)NC(=O)Cn1nnc(-c2ccc(Cl)cc2)n1	-12	3	-5	12	0.9
55	Cc1ccc(OCc2nnc(N)s2)cc1	-9	-22	-9	3	1.0
56	COC(=O)COc1ccc(S(=O)(=O)Nc2ccc(C(N)=O)cc2)cc1	6	-14[20 µM]	-15	8	0.2
57	Cc1noc(N)c1C(=O)Nc1ccc(F)cc1	-7	-20	6	9	0.8
58	Cc1c(C(c2cc3c(cc2Br)OCO3)c2c(C)n(C)n(-c3ccccc3)c2=O)c(=O)n(-c2ccccc2)n1C	-2	-28[20 µM]	-4	19	-0.2

cpd	Thrombin inh	FXIa inh 1536	KCC2 mod	Rad51 HR inh
51	-1	3	0.46	.
52	-3	8	-0.81	-9
53	3	14	-0.31	11
54	0	-2	.	.
55	-5	-1	.	8
56	-17	-6	1.2	7
57	3	3	0.23	13
58	1	5	0.49	.

Screening data: PubChem BioAssay, several laboratories
